Bioassay records as filed in PubChem.
NCI-60 one-dose screen, 48 h, at 10 µM unless noted. Numbers give growth in % (100 = growth as untreated, 0 = no growth, -100 = all killed).
HCT-116 = HCT-116 colon cancer. 82,000 tested, 7.3% active. AID 1794798
NCI-H522 = NCI-H522 lung cancer; 78,000 tested, 8% active
NCI-H226 = NCI-H226 lung cancer. 79,000 tested, 3.5% active. AID 1794732
NCI-H23 = NCI-H23 lung cancer | 80,000 tested, 4% active | AID 1794731
NCI-H322M = NCI-H322M lung cancer; 80,000 tested, 2.7% active; AID 1794733
COLO 205 = COLO 205 colon cancer; AID 1794742; 79,000 tested, 7.3% active
NCI-H460 = NCI-H460 lung cancer. 82,000 tested, 6.8% active
NCI/ADR-RES = NCI/ADR-RES ovarian cells | 81,000 tested, 4.4% active | AID 1794790
HCT-15 = HCT-15 colon cancer. 82,000 tested, 5.2% active. AID 1794746
The depositor's hits bear a star; . = no result given; & = joins results of further samples; ! = not confirmed by another sample. How the source made its calls: active means growth percent below 10; inactive means the rest.

SMILES | HCT-116 | NCI-H522 | NCI-H226 | NCI-H23 | NCI-H322M | COLO 205 | NCI-H460 | NCI/ADR-RES | HCT-15
CC(=O)c1cc(C)ccc1O | 100.2 | 84.0 | 104.1 | 103.4 | 102.5 | 110.7 | 105.8 | 103.7 | 96.8
C[N+](C)(C)c1ccc(/C=C2\c3ccccc3-c3ccc(N=Cc4ccc([N+](=O)[O-])cc4)cc32)cc1 | 88.0 | 77.7 | 85.8 | 81.3 | 94.8 | 114.1 | 95.1 | 104.2 | 91.3
CN1CCN(c2ccc(C(=O)/C=C/c3ccc(Cl)c(C(F)(F)F)c3)cc2)CC1 | 16.1 | 76.4 | 86.0 | 81.5 | 78.8 | 60.6 | 88.0 | 64.4 | 17.0
C[C@@H]1CCCCCCCCC[C@H](OC(=O)CCC(=O)O)C(=O)/C=C/C(=O)O1 | 84.9 | 64.7 | 88.0 | 96.7 | 94.9 | 94.7 | 103.1 | 100.6 | 87.4
Cc1c(C)c2c(c(C)c1NC(=O)/C=C\C(=O)O)CCC(C)(CCCC(C)CCCC(C)CCCC(C)C)O2 (stereo unspecified) | 4.1* | 66.7 | -85.9* | 60.8 | 101.8 | . | 72.1 | 43.1 | 2.8*
COc1cc(/C(C)=C(\c2ccc(Cl)cc2)c2ccc(OCCN(C)C)cc2)ccc1F | 46.8 | 80.2 | 91.0 | 76.5 | 69.0 | -33.8* | 7.6* | 69.4 | 18.1
CC(=O)C12OC(C)(C)OC1CC1C3CCC4=CC(=O)C=CC4(C)C3(F)C(O)CC12C (stereo unspecified) | 104.3 | 100.2 | 72.4 | 100.8 | 108.8 | 104.9 | 98.7 | 90.5 | 106.3
CN(C)c1ccc(N=Nc2nccs2)cc1 | 92.9 | 82.4 | . | 92.1 | 101.3 | 102.8 | 112.7 | 105.0 | 93.8
O=C(CCN1C(=O)CCC1=O)Nc1ncc(Cc2ccccc2Cl)s1 | 108.8 | 91.3 | 97.4 | 102.0 | 107.6 | 103.8 | 115.1 | 103.0 | 104.4
O=C(O)Cc1ccc(O)cc1 | 101.8&98.2 | 103.3&103.2 | 95.2&107.2 | 92.6&93.3 | 103.7&110.1 | 123.3&119.7 | 107.3&105.1 | 101.3&100.6 | 95.6&95.9
CC1=NN(c2cn3c(-c4ccc(C)cc4)csc3n2)C(=O)C1 | 94.4 | 88.9 | 89.7 | 95.5 | 104.9 | 106.4 | 104.8 | 99.3 | 103.3
O=C(Nc1ccc(Oc2ccc(F)cc2)c(Cl)c1)c1cccnn1 | 96.8 | 61.8 | 55.0 | 62.3 | 87.6 | 111.7 | 76.8 | 69.4 | 77.6
c1ccc(-c2noc3ncnc(Nc4ccc(Oc5ccc6ccccc6c5)cc4)c23)cc1 | 91.8 | 78.6 | . | 92.2 | 105.4 | 103.9 | 103.3 | 96.7 | 90.2
COc1cc(C=O)c([N+](=O)[O-])cc1O | 91.1 | 96.1 | 94.7 | 104.5 | 102.4 | 107.0 | 108.4 | 106.8 | 104.1
Clc1c(Cl)c(Cl)c(SCN(c2ccccc2)c2ccccc2)c(Cl)c1Cl | 102.1 | 80.8 | 109.8 | 99.1 | 88.3 | 100.2 | 104.1 | 109.4 | 106.8
OCCn1cc(-c2nc(-c3c[nH]c4ncccc34)cs2)c2cc(F)ccc21 | 62.4 | 45.5 | 48.4 | 76.2 | 66.3 | 66.4 | 65.7 | 82.6 | 41.6
CCOC(=O)CSc1nc2ccccc2c(=O)n1-c1cc(C)ccc1Cl | 97.4 | 91.3 | 98.1 | 100.5 | 108.0 | 118.2 | 115.2 | 102.3 | 97.0
N=Nc1nc(-n2c(O)ccc2O)n[nH]1 | 111.9 | 105.3 | 103.3 | 105.1 | 113.5 | 118.6 | 104.5 | 100.0 | 106.6
C/C(Cc1ccccc1)=N/Nc1ccc([N+](=O)[O-])cc1[N+](=O)[O-] | 95.5 | 92.2 | 109.0 | 108.2 | 97.3 | 119.4 | 119.0 | 115.3 | 98.1
O=C1Nc2ccc([N+](=O)[O-])cc2/C1=N/c1n[nH]c(=S)s1 | 99.8 | 92.3 | 97.7 | 96.8 | 111.4 | 116.3 | 106.7 | 107.8 | 102.0
CCN1C(=O)/C(=c2\sc3n(c2=O)C2C(NN=3)N(CC)C(=S)N2CC)c2ccccc21 (stereo unspecified) | 102.5 | 91.9 | 92.3 | 101.2 | 102.8 | 103.3 | 106.6 | 103.0 | 100.3
CCOc1ccc(Nc2c3ccccc3nc3ccccc23)cc1 | -13.1*! | 35.9&10.1 | -12.9*! | 18.6&36.3&92.1 | 38.3&44.4&99.3 | -11.2*! | 4.7*! | 16.8&22.6&82.8 | 22.0&17.4&91.1
COC(=O)/C=C\C=C(\CBr)C(=O)OC | 98.8 | 88.3 | 106.4 | 100.6 | 97.1 | 108.7 | 108.2 | 107.2 | 103.4
Cc1ccc(O)c(NC(=O)c2ccccc2Nc2ccnc(C(F)(F)F)c2)c1 | 90.2 | 93.2 | 91.4 | 87.9 | 114.3 | 122.8 | 100.9 | 92.0 | 97.1
C=CCn1c(SCC(=O)Nc2ccc(OC)cc2)nnc1-c1cc(-c2ccc(S(C)(=O)=O)cc2)nc2ccccc12 | 88.9 | 79.9 | 74.1 | 98.6 | 94.1 | 97.5 | 95.1 | 86.9 | 86.4
CCN(CC)CC(=O)Nc1ccc2ncnc(Nc3ccc(Oc4cccc(F)c4)c(Cl)c3)c2c1 | 64.7 | 64.6 | 87.6 | 74.9 | 65.6 | 68.8 | 36.9 | 69.6 | 17.6
N#Cc1ccc(NC(=O)CSc2ccc(-c3ccccc3)nn2)cc1 | 64.5 | 53.1 | 66.7 | 63.4 | 90.6 | 135.0 | 88.9 | 63.9 | 81.1
Oc1ccc(/C=C/c2ccccc2)cc1 | 73.8&75.8 | 29.2&72.1 | 103.1&103.8 | 76.4&73.2 | 83.4&77.6 | 131.7&104.3 | 61.5&73.4 | 41.6&43.5 | 68.2&67.1
O=C(Nc1ccccc1Cl)Oc1c(Cl)c(Cl)c(Cl)c(Cl)c1Cl | 89.8&90.3 | 84.0&88.2 | 83.5&79.7 | 90.9&90.4 | 107.3 | 106.7&105.7 | 99.2&106.0 | 98.8&98.0 | 106.6&100.2
O=C1C2C3CCC(O3)C2C(=O)N1c1nccs1 (stereo unspecified) | 104.8 | 103.9 | 101.5 | 106.0 | 111.9 | 108.2 | 119.0 | 111.5 | 109.8

Looked up above:
NCI/ADR-RES with Oc1ccc(/C=C/c2ccccc2)cc1 stands at 41.6&43.5
NCI/ADR-RES with N#Cc1ccc(NC(=O)CSc2ccc(-c3ccccc3)nn2)cc1 stands at 63.9
NCI/ADR-RES with O=C1C2C3CCC(O3)C2C(=O)N1c1nccs1 (stereo unspecified) stands at 111.5
COLO 205 with CCN1C(=O)/C(=c2\sc3n(c2=O)C2C(NN=3)N(CC)C(=S)N2CC)c2ccccc21 (stereo unspecified) stands at 103.3
NCI-H522 with C=CCn1c(SCC(=O)Nc2ccc(OC)cc2)nnc1-c1cc(-c2ccc(S(C)(=O)=O)cc2)nc2ccccc12 stands at 79.9
NCI-H23 with CCN(CC)CC(=O)Nc1ccc2ncnc(Nc3ccc(Oc4cccc(F)c4)c(Cl)c3)c2c1 stands at 74.9
NCI-H522 with O=C(Nc1ccccc1Cl)Oc1c(Cl)c(Cl)c(Cl)c(Cl)c1Cl stands at 84.0&88.2

Continued.
SMILES | HCT-116 | NCI-H522 | NCI-H226 | NCI-H23 | NCI-H322M | COLO 205 | NCI-H460 | NCI/ADR-RES | HCT-15
Cc1ccc2nc(CCS)[nH]c2c1 | 112.5 | 108.4 | . | 99.9 | . | 117.2 | 116.5 | 101.6 | 108.0
COc1ccc(/C=N\NC(=O)c2cnn(CC(O)c3ccccc3)c2N)cc1OCc1ccc(Cl)cc1 (stereo unspecified) | 49.4 | 92.7 | 90.7 | 74.7 | 85.0 | 72.8 | 44.3 | 72.2 | 70.5
O=C(Oc1ccc(OC(=O)c2ccc(Cl)cc2)cc1)c1ccc(Cl)cc1 | 104.6 | 104.0 | 96.4 | 102.0 | 104.0 | 117.7 | 102.7 | 108.5 | 103.9
Cc1cc2c(c(C)c1Cl)C(=O)/C(=C/c1ccccc1)O2 | 99.2 | 86.3 | . | 85.6 | 92.7 | 122.1 | 96.9 | 98.5 | 83.6
CC[C@@H](c1ccc(O)cc1)[C@@H](CC)c1ccc(O)cc1 | 90.4 | 94.0 | 95.2 | 102.8 | 115.1 | 117.6 | 94.3 | 93.6 | 100.1
COc1ccc(NC(=O)c2ccc3c(c2)nc(-c2ccc(Cl)cc2)n3-c2cc(C(C)(C)C)[nH]n2)cc1 | 80.7 | 73.7 | 91.5 | . | 85.5 | . | 101.4 | 80.1 | 82.6
Clc1ccccc1/C=N\Nc1ccccn1 | 107.1 | 91.7 | 80.8 | 84.9 | 111.3 | 95.7 | 99.2 | 91.1 | 77.6
O=C(CSc1nc(-c2ccccc2)[nH]c1S(=O)(=O)c1ccccc1)NCc1ccc(Cl)cc1 | 79.7 | 45.9 | 80.8 | 86.5 | 99.0 | 112.3 | 90.7 | 96.3 | 83.0
CCCCOc1nc2c(C)cccc2cc1/C=C/C(=O)c1c(O)c2ccccc2oc1=O | 84.0 | 75.7 | 109.3 | 98.8 | 98.8 | 107.6 | 90.5 | 112.2 | 85.8
Cn1c(=O)c2[nH]c(=S)n(Cc3ccccc3)c2n(C)c1=O | 98.2 | . | 103.8 | 93.1 | 117.5 | 109.3 | 109.8 | 99.2 | 101.7

3 entries out of the list, arranged by formula weight, high to low:
SMILES | HCT-116 | NCI-H522 | NCI-H226 | NCI-H23 | NCI-H322M | COLO 205 | NCI-H460 | NCI/ADR-RES | HCT-15
O=C(CSc1nc(-c2ccccc2)[nH]c1S(=O)(=O)c1ccccc1)NCc1ccc(Cl)cc1 | 79.7 | 45.9 | 80.8 | 86.5 | 99.0 | 112.3 | 90.7 | 96.3 | 83.0
CCCCOc1nc2c(C)cccc2cc1/C=C/C(=O)c1c(O)c2ccccc2oc1=O | 84.0 | 75.7 | 109.3 | 98.8 | 98.8 | 107.6 | 90.5 | 112.2 | 85.8
CC[C@@H](c1ccc(O)cc1)[C@@H](CC)c1ccc(O)cc1 | 90.4 | 94.0 | 95.2 | 102.8 | 115.1 | 117.6 | 94.3 | 93.6 | 100.1

(further entries)
SMILES | HCT-116 | NCI-H522 | NCI-H226 | NCI-H23 | NCI-H322M | COLO 205 | NCI-H460 | NCI/ADR-RES | HCT-15
COc1nccnc1NS(=O)(=O)c1ccc(NC2=C(Cl)C(=O)c3nc(C)ccc3C2=O)cc1 | 92.0 | 88.0 | 93.4 | 83.7 | 100.6 | 133.7 | 118.3 | 92.4 | 93.7
CC(CC(C#N)N(C)c1ccccc1)CC(C)(C)C (stereo unspecified) | 124.1 | . | 96.7 | 102.7 | 126.1 | 109.7 | 99.1 | 112.1 | 102.9
Nc1nc(-c2ccccc2)[nH]c(=O)n1 | 94.2 | 68.4 | 98.1 | 97.7 | 101.5 | 109.1 | 107.5 | 99.7 | 102.5
N=C1N=C(SCc2nc3ccccc3[nH]2)NC(=O)/C1=C/c1ccccc1 | 105.9 | 100.2 | 92.2 | 98.1 | 103.2 | 127.2 | 107.7 | 99.5 | 102.4
CN(C)c1ccc(/C=N/C2=NNC(C)(c3ccccc3O)N2C(Cc2c[nH]c3ccccc23)C(=O)O)cc1 (stereo unspecified) | 76.5 | 77.2 | 80.5 | 83.9 | 95.3 | 104.3 | 99.4 | 105.8 | 98.7
Cc1ccccc1NC(=O)C(=O)C(C1OC(=O)c2ccccc21)[N+](=O)[O-] (stereo unspecified) | 98.7 | 83.2 | 98.5 | 98.5 | 100.0 | . | 102.8 | 103.0 | 113.9
C=C(C)C1CC(O)C2(C)CCCC3C2C1CC(C)C3(C)CC/C(C)=C/C(O)C1CCC(=O)c2c(OC)cc(OC)cc21 (stereo unspecified) | 28.5 | 53.6 | 71.2 | 48.9 | 78.9 | 40.8 | 14.7 | 45.9 | 30.7
Cn1c(N)c(NC(=O)CC#N)c(=O)n(C)c1=O | 97.2 | 85.8 | 98.6 | 98.1 | 101.4 | 107.0 | 109.7 | 102.2 | 103.9
CCOC(=O)c1nnn(Cc2cc(=O)oc3c2ccc2ccccc23)c1C | 89.3 | 96.3 | 105.1 | 102.3 | 98.0 | 107.3 | 104.4 | 107.8 | 103.7
COc1cc(/C(C)=C(\c2ccc(Cl)cc2)c2ccc(OCCN3CCCCCC3)cc2)ccc1F | 52.6 | 76.8 | 89.8 | 72.8 | 86.1 | 46.9 | 45.4 | 80.4 | 20.5
Cc1c(C(c2ccccc2)c2ccccc2)ccc(C(c2ccccc2)c2ccccc2)c1N | 76.6 | 80.0 | 73.5 | 83.0 | 101.2 | 108.1 | 95.4 | 93.9 | 94.0
COc1ccc(-c2nc(SCc3cc(=O)oc4cc(C)cc(C)c34)[nH]c(=O)c2C(=O)NC(C)(C)C)cc1 | 91.5 | 89.2 | 107.7 | 94.0 | 97.8 | 102.9 | 111.8 | 99.6 | 105.0
C#CC(OC(=O)NC1CCCCC1)(c1ccccc1)c1ccccc1 | 84.2 | 83.6 | 98.8 | 100.8 | 93.6 | 96.7 | 86.3 | 94.8 | 95.7
Cc1nc2ccc(OCc3cn(Cc4ccccc4)nn3)cc2c(=O)n1Cc1ccccc1 | 89.0 | 70.6 | 72.6 | 87.3 | 86.6 | 108.3 | . | 86.0 | 83.7
Cc1cc(C)cc(C(C)(C)C)c1 | 96.8 | 106.6 | 99.3 | 93.3 | 115.9 | 115.5 | 101.1 | 104.6 | 100.8
CC[C@]12CN3CCc4c([nH]c5ccccc45)[C@@](C(=O)OC)(c4cc5c(cc4OC)N(C)[C@H]4[C@@](O)(C(=O)OC)[C@H](OC(C)=O)[C@]6(CC)C=CCN7CC[C@]54[C@@H]76)CC(C3)[C@H]1O2 (stereo partly specified) | 0.5* | -5.2* | 42.6 | 21.1 | 41.0 | -49.9* | -27.3* | 82.0 | 29.0
O=[N+]([O-])c1ccc(Cl)cc1/C=N\Nc1ccccn1 | 70.8 | 88.9 | 104.8 | 96.3 | 85.3 | 105.0 | 60.9 | 75.6 | 75.5
